# High-throughput results from PubChem.
# FXIIa inh – factor XIIa (human) inhibition | inhibition, % at 5 µM | purified FXIIa, Boc-QGR-AMC fluorogenic substrate, 2 h | P00748 | hit rate 0.3% among 220,000 | AID 800; in the data active = inhibition above about 40%;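 note: 0% = enzyme with no compound and 100% = blank without enzyme; many of its hits are not listed in these tables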
# zVAD death inh – blocks zVAD induced death of L929 cells; viability rescue, % at 10 µM; hit rate 0.38% among 220,000; AID 1377; L929 zVAD necroptosis rescue, ATP luminescence, 24 h; with zVAD 60 µM;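 active = activation, scaled between plate controls, above about 75%, limit read from the data; inactive = activation under that limit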;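 note: 0% = zVAD with DMSO and 100% = DMSO alone without zVAD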
# FXIa inh 1536 – inhibitors of human coagulation factor XIa; P03951; purified FXIa, Boc-Glu-Ala-Arg-AMC fluorogenic substrate; inhibition, % at 5 µM; hit rate 0.14% among 220,000; AID 798;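 active = inhibition of at least 40%; inactive = inhibition below 40%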;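 note: fluorescence of freed AMC excited at 355 nm; 0% = enzyme without compound and 100% = no enzyme blank; many of its hits are not listed in these tables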
# Thrombin inh – thrombin (human) inhibition; P00734; alpha-thrombin, Boc-VPR-AMC fluorogenic substrate cleavage; inhibition, % at 5 µM; hit rate 0.26% among 220,000;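 active = inhibition at or above 40%; inactive = inhibition below 40%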;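 note: 0% = enzyme with no compound and 100% = wells without enzyme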
#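 Test system: human alpha-thrombin; medium: pH 7.5 Tris-saline with Tween 20; times: reaction at room temperature; signal: AMC fluorescence at 355 nm excitation and 460 nm emission; also added: Boc-VPR-AMC substrate, 15 µM final; dosing: one concentration per compound, 5 µM, with 0.2% DMSO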
# Hck-Nef inh – inhibitors of human Hck kinase activated by Nef; P08631; Recombinant Hck-YEEI plus Nef, Z-Lyte FRET kinase assay; inhibition, % at 20 µM; hit rate 0.68% among 220,000; AID 463187;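 active = Hck-Nef kinase inhibition above about 50%, limit read from the data; inactive = inhibition below that limit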;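 note: 0% = DMSO with Hck plus Nef and 100% = Hck alone without Nef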
# Target sequence (P08631 whole entry, looked up): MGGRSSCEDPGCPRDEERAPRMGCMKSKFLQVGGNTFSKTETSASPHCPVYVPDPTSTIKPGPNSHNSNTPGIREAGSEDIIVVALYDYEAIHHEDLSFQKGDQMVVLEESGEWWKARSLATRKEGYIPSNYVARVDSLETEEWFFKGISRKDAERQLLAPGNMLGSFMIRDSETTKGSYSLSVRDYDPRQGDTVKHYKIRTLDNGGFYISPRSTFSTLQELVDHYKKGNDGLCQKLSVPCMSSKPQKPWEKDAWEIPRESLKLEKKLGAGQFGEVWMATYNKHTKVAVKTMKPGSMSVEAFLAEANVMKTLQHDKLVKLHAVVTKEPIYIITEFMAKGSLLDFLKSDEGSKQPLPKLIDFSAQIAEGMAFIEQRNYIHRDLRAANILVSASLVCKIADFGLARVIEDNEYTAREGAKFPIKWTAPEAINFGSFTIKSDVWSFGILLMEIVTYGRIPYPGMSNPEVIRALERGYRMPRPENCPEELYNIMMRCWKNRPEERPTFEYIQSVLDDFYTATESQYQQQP
# KLK5 inh – kallikrein 5 (human) inhibition. recombinant hK5, fluorogenic AMC substrate cleavage. inhibition, % at 5 µM. hit rate 0.59% among 210,000;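 active = inhibition of 40% or more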;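 note: 0% = enzyme controls without compound and 100% = no-enzyme blanks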
# Target sequence (Q9Y337 67-293 limits assumed): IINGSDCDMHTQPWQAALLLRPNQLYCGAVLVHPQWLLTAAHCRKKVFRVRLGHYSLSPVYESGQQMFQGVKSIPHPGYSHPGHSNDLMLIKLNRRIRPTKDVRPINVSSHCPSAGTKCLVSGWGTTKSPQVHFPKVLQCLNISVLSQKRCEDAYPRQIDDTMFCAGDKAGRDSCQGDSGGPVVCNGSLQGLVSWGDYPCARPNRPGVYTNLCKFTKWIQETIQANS
# TNF death inh – inhibitors of TNF-alpha induced necroptosis in Jurkat FADD-/- cells; Jurkat FADD-/- TNF necroptosis rescue, ATP luminescence, 24 h; 0 = TNF only, 100 = no-TNF cells; activation (protection from cell death), % at 10 µM; hit rate 0.068% among 220,000;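 active = activation, meaning protection from cell death, of at least 50% relative to plate controls; inactive = activation below 50%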;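 note: necroptosis triggered by 40 ng/mL TNF-alpha added together with compound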
# Rad51 HR inh – Rad51 (human) homologous recombination inhibition. AID 1385. Q06609. hit rate 0.085% among 200,000. hRad51 DNA strand exchange, fluorescence dequenching. inhibition, % at 10 µM;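 active = inhibition above 40% at the single screening dose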;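 note: 0% = DMSO control wells and 100% = blanks with heterologous ssDNA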
# Target sequence (Q06609 whole entry, looked up): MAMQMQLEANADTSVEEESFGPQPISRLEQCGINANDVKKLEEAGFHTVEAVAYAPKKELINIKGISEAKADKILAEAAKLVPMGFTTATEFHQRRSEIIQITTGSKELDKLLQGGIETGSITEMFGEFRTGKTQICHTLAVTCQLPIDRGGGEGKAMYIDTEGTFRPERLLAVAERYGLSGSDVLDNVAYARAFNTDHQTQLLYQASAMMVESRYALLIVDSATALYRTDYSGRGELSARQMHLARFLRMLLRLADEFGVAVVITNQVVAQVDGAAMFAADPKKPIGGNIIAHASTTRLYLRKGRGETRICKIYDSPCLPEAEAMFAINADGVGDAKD
#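 System: hRad51 filaments on single-stranded DNA; reagent: Fluorescein- and BHQ1-tagged 47-mer duplex; compound dosing: one concentration, 10 µM final; timing: filaments 15 min 37 °C, then compound 30 min; measured by: fluorescein emission 520 nm, excitation 485 nm; benchmarks: per-plate controls and blanks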
# Cl transport mod – modulators of human KCC2 chloride dependent transport; B-score of Tl+ flux slope (higher = more flux/activation; lower = inhibition) at 10 µM; KCC2 cells, thallium flux FluoZin-2 fluorescence; Q9H2X9; hit rate 2.2% among 190,000;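 active = thallium flux slope and its plate-corrected score both differing from the plate sample mean at a set confidence after two filtering rounds, in either direction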;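 note: slope of fluorescence scaled to starting intensity during 10 to 20 s after thallium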
# The depositor's hits bear a star; . = no result given.
SMILES,FXIIa inh,zVAD death inh,FXIa inh 1536,Thrombin inh,Hck-Nef inh,KLK5 inh,TNF death inh,Rad51 HR inh,Cl transport mod
Cc1ccc(C(=O)N/C(=C/c2cccs2)C(=O)N2CCCCCC2)cc1,20.3,0.1,6.7,3.7,-1.1,-6.7,-4.4,-0.8,0.658
COC(=O)C1CCN(Cc2ccc(OCCCN3CCN(c4ccc([N+](=O)[O-])cc4)CC3)cc2)CC1,6.5,-0.3,-0.4,-2.1,10.2,.,-3.8,-0.6,-0.0239
CC(=O)Nc1ccc(OCC(=O)NC(C)C(C)C)cc1 (stereo unspecified),11.8,-0.1,0.9,0.2,-22.1,-4.4,0.3,-6.7,0.103
Cc1cc(C)cc(NC(=O)c2ccc(CNc3c(N4CCCC4)c(=O)c3=O)cc2)c1,6.2,1.9,4.4,0.9,22.4,4.3,0.0,12.1,-0.00626
O=c1c2ccccc2nc(-c2ccco2)n1/N=C/c1ccccc1O,14.6,-0.2,7.7,-2.0,1.5,-2.5,-2.7,-5.3,-1.02
O=C(O)/C=C/C(=O)NCCCc1ccccc1,1.7,0.8,-1.0,-3.3,-9.9,.,-0.1,-48.2,0.00876
O=C(COc1ncnc2sccc12)Nc1cccc(S(=O)(=O)N2CCCC2)c1,-0.4,1.3,-5.5,-13.3,16.5,-3.7,3.2,.,-0.0173
c1ccc(Oc2cccc(OCCCn3cncn3)c2)cc1,17.8,0.2,-7.1,3.9,9.6,-1.2,-1.0,2.4,.
Cc1ccc(-c2nn(-c3cccc(F)c3)cc2CNCCc2ccncc2)o1,10.1,1.8,2.8,-1.4,-6.1,.,1.6,-2.7,.
Cc1ccc(S(=O)(=O)N(CCO)Cc2cc3ccc(C)c(C)c3[nH]c2=O)cc1,14.0,2.4,1.0,0.0,1.6,7.0,-1.2,-0.3,-1.13
O=C(CC1NCCNC1=O)Nc1ccc(Cl)c(Cl)c1 (stereo unspecified),15.5,.,9.7,4.3,-10.5,-6.1,0.4,.,1.48
O=C(/C=C/c1ccco1)Nc1ccc2c(c1)OCCO2,-2.7,-0.1,-6.0,0.2,-1.3,-19.6,-3.3,-0.9,0.543
CCNC(=O)NC(=O)COC(=O)CCCSc1nc2ccccc2s1,3.9,0.4,-4.0,-4.4,-3.3,-11.1,1.0,1.3,.
N=c1n(Cc2ccccc2Cl)c2ccccc2n1CC(O)c1ccco1 (stereo unspecified),1.2,-1.1,-4.1,5.7,26.0,1.4,5.7,-6.9,.
COC(=O)c1ccc(NC(=O)CN2CCN(c3ccccc3)CC2)cc1,9.6,1.2,7.1,-2.1,1.0,0.0,1.5,0.1,.

# 4 compounds from above, ordered by the number in FXIa inh 1536, falling:
SMILES	FXIa inh 1536
Cc1ccc(-c2nn(-c3cccc(F)c3)cc2CNCCc2ccncc2)o1	2.8
CCNC(=O)NC(=O)COC(=O)CCCSc1nc2ccccc2s1	-4.0
O=C(COc1ncnc2sccc12)Nc1cccc(S(=O)(=O)N2CCCC2)c1	-5.5
O=C(/C=C/c1ccco1)Nc1ccc2c(c1)OCCO2	-6.0

# New compounds follow.
SMILES,FXIIa inh,zVAD death inh,FXIa inh 1536,Thrombin inh,Hck-Nef inh,KLK5 inh,TNF death inh,Rad51 HR inh,Cl transport mod
Cc1occc1C(=O)Nc1sc2c(c1C(N)=O)CCC(C(C)(C)C)C2 (stereo unspecified),26.7,1.6,9.8,4.5,-1.7,-13.1,1.2,.,-0.106
O=C(CSc1nnc(C2COc3ccccc3O2)o1)N1CCN(c2ccccc2)CC1 (stereo unspecified),8.9,1.2,-1.1,-4.3,3.3,2.5,0.2,-2.8,0.717
O=C(CSc1nnc(-c2c[nH]c3ccccc23)o1)N1CCCCC1,19.3,0.3,2.5,1.9,-1.1,5.3,-2.7,-4.0,-3.13*
CC1=CC(C)(C)N(C(=O)CSc2ncn[nH]2)c2ccc(C)cc21,-13.6,0.6,-5.4,-9.3,2.3,-9.7,-2.5,-4.1,-0.351
CN1CCN(CC(=O)Nc2nc(-c3c[nH]c4ccccc34)cs2)CC1,1.0,43.0,-2.3,-6.0,1.2,-6.6,3.7,.,-0.0957
CCO/N=C(/c1nonc1N)N1CCN(c2ccc([N+](=O)[O-])cc2)CC1,8.8,0.1,-4.8,1.8,9.4,-21.6,0.4,-2.6,-0.596
CCc1nnc(NS(=O)(=O)c2ccc(NC(=S)NC(=O)/C=C/c3ccc(F)cc3)cc2)s1,0.6,-0.9,6.9,-8.1,2.1,-6.9,2.9,-0.5,-1.01
O=C(C1CCC(=O)N1Cc1cccnc1)N1CCN(c2ccc(F)cc2)CC1 (stereo unspecified),17.6,0.2,6.4,-3.0,2.9,-22.2,0.2,3.8,.
CCS(=O)(=O)N1CCC(NC(C)=O)(c2ccccc2)CC1,4.6,0.0,2.2,2.5,1.1,4.2,-2.2,3.2,.
CCN(CC)C(=O)Oc1ccc(Br)cc1C(=O)Nc1ccc(F)c(Cl)c1,6.5,2.1,4.1,-3.9,4.6,-2.8,-0.9,-19.3,-0.674
CCCc1[nH]nc2c1C(c1ccoc1)C(C#N)=C(N)O2 (stereo unspecified),3.9,.,1.4,-3.4,1.3,-6.6,-10.4,.,-1.11
COc1cccc(-c2nc(Oc3cccc(C)c3C)c3ccccc3n2)c1O,-5.2,0.4,-7.2,-12.5,5.1,1.2,-1.2,-12.2,0.729
Cc1ccc(C(=O)COC(=O)CN2C(=O)C3C4CCC(C4)C3C2=O)cc1[N+](=O)[O-] (stereo unspecified),-0.6,0.2,-7.9,1.9,3.0,-7.0,0.4,-0.7,0.851
CC1(C)Cc2c(C#N)c(OCC(=O)c3ccccc3)nc(-c3ccoc3)c2CO1,-5.5,0.1,-5.8,-3.6,1.2,0.4,1.6,3.0,.
CCOC(=O)N1CCC(NC(=O)c2ccc(NC(=O)C3CCCO3)cc2)CC1 (stereo unspecified),5.5,1.6,-2.9,0.6,0.0,10.4,0.3,9.6,1.05

# Exported as labelled records: entries from further up.
> CCO/N=C(/c1nonc1N)N1CCN(c2ccc([N+](=O)[O-])cc2)CC1
  FXIIa inh: 8.8; zVAD death inh: 0.1; FXIa inh 1536: -4.8; Thrombin inh: 1.8; Hck-Nef inh: 9.4; KLK5 inh: -21.6; TNF death inh: 0.4; Rad51 HR inh: -2.6; Cl transport mod: -0.596

> CCc1nnc(NS(=O)(=O)c2ccc(NC(=S)NC(=O)/C=C/c3ccc(F)cc3)cc2)s1
  FXIIa inh: 0.6; zVAD death inh: -0.9; FXIa inh 1536: 6.9; Thrombin inh: -8.1; Hck-Nef inh: 2.1; KLK5 inh: -6.9; TNF death inh: 2.9; Rad51 HR inh: -0.5; Cl transport mod: -1.01

# Next compounds
SMILES,FXIIa inh,zVAD death inh,FXIa inh 1536,Thrombin inh,Hck-Nef inh,KLK5 inh,TNF death inh,Rad51 HR inh,Cl transport mod
CN(C)c1ccnc(Nc2ccc(O)cc2)c1C#N,-1.0,0.1,-1.7,-5.4,22.5,-4.8,0.7,-8.3,0.629
Cc1ccc(NCCC(=O)c2cccc([N+](=O)[O-])c2)cc1,4.0,-0.4,2.0,1.2,1.1,-13.1,-10.1,-4.4,.
c1ccc(C(c2ccccc2)c2noc(CN3CCN(C4CCCC4)CC3)n2)cc1,4.7,0.4,-6.7,-11.9,19.9,-3.1,1.5,10.3,1.33
C/C=C/C(=O)OCC(=O)NC(=O)NC(C)C,11.6,0.7,2.4,2.6,3.4,-5.3,0.7,-8.5,0.0287
CC(N)=Nc1ccc([N+](=O)[O-])cc1,6.7,0.4,3.4,-4.0,4.8,-7.8,1.1,15.9,0.415
COc1ccc(CCNC(=O)CSc2nn(-c3ccccc3)c(=S)s2)cc1,3.5,0.0,-2.6,-5.7,21.4,-2.2,0.4,-7.9,1.46
CCCCCSc1nc2c(cnn2-c2ccccc2)c(=O)[nH]1,10.1,0.3,2.5,1.0,1.2,-17.6,-0.7,-0.6,0.139
CC(C)(C)OC(=O)N1CCOCCOCCN(C(=O)OC(C)(C)C)CCOCCOCC1,11.6,-0.4,-5.8,2.2,-0.3,-30.2,-0.6,-0.2,-0.00381
O=C(c1ccc(Cl)cc1)C1CCCN(Cc2cccn2-c2cccnc2)C1 (stereo unspecified),8.3,-0.4,2.3,13.8,22.8,3.5,-0.4,19.9,0.0165
CC(C)(C)NC(=O)NC(=O)CN1CCN(C(c2ccccc2)c2ccccc2)CC1,3.8,21.8,-5.9,-0.1,18.0,-3.8,1.6,-8.4,-0.0347
O=C(c1ccc(Cn2c(=S)[nH]c3ccccc3c2=O)cc1)N1CCN(c2ccccn2)CC1,2.9,0.6,-1.1,4.5,-8.3,16.2,-4.4,-23.9,-1.35
C=CCn1c(SCC(=O)OCC)nc2cc(C(=O)NCc3ccco3)ccc2c1=O,16.1,0.1,2.1,9.7,2.7,1.1,0.4,.,-0.00702
CC(=O)Nc1ccccc1P(=O)(c1ccccc1)c1ccccc1OC(C)=O (stereo unspecified),4.7,2.9,3.6,-1.0,9.2,3.8,0.5,-14.6,0.634
COC(=O)CC1=NN(c2ccccc2)C(=O)/C1=C\c1ccc(OC)cc1,-3.0,0.5,-6.4,-4.6,-1.0,-10.2,0.5,0.1,-0.0233
Cc1csc(NC(=O)C2CCCN(S(=O)(=O)c3cnc[nH]3)C2)n1 (stereo unspecified),19.1,2.7,12.6,20.7,6.7,2.1,0.9,-1.4,.
O=C(NCc1ccc2c(c1)OCO2)C(=O)NCC(c1ccco1)N1CCN(c2ccccc2)CC1 (stereo unspecified),11.0,-0.4,0.0,-0.8,21.6,1.4,2.5,-2.4,0.599
Cc1cc(C(=O)NCCCOC(C)C)c2ccccc2n1,2.0,-0.5,-2.4,-1.3,-1.1,2.0,-1.6,-0.4,1.01
Cc1ccc(CNc2nc(N)c([N+](=O)[O-])c(NCCO)n2)cc1,3.1,23.0,-7.0,-3.9,2.9,2.8,1.1,12.0,-1.21
Cc1cc(C(=O)N2CCN(c3ccccn3)CC2)c(C)o1,-15.3,-1.4,-17.6,-3.9,-16.4,-29.5,-3.2,0.7,-0.0473
O=C(NCc1ccco1)c1nc(-c2ccccc2)n(-c2ccccc2)n1,14.9,-0.8,2.7,1.8,0.6,0.1,-1.3,-4.1,-2.03
CO/N=C/NC(=O)NOCc1c(Cl)cccc1Cl,15.7,0.2,6.1,-2.1,-1.7,-17.1,-0.4,-10.7,0.24
Cc1ccc(S(=O)(=O)NN2C(=O)c3ccccc3NC2(C)C)cc1,-9.2,0.6,-7.5,-9.6,2.6,-35.6,1.9,0.7,-0.00261
Cc1c(C(C)C)c(=O)n(-c2ccc(S(=O)(=O)NC3CCCCC3)cc2)n1C,-2.1,-0.1,-2.0,0.7,-6.1,.,-3.2,.,-1.05
COc1cc2nc(CN3C(=O)c4ccccc4C3=O)oc(=O)c2cc1OC,4.7,0.3,7.5,-1.8,0.1,0.6,0.5,7.3,.
CCN(CC)CCn1nc2c3c(cccc3c1=O)-c1ccccc1-2,8.2,46.3,2.9,3.3,-9.4,6.4,-11.4,20.1,-0.0999
CC(=O)c1c(C)[nH]c(=S)c(C#N)c1-c1ccc(Cl)cc1,5.0,0.9,-3.8,1.3,-49.0,-3.8,-0.7,6.5,2.27

# Not all compounds are listed; the hit share may differ from the screen's.
